CCR6 antag: antagonists of human CCR6 receptor; 340,000 compounds, 0.49% hits; inhibition, % at 20 µM; CHO-K1 CCR6 PathHunter beta-arrestin, luminescence, CCL20-stimulated; P51684;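 active = compounds whose inhibition of the agonist-driven luminescence signal at 20 µM reaches about 50%, limit read from the data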;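 note: cells stimulated with CCL20 at 14 nM final; plate controls were DMSO with CCL20 for no effect and DMSO without agonist for full effect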
UBC13 polyUb: blocks human UBC13 polyubiquitin chain formation | TR-FRET | P61088 | AID 485273 | 330,000 compounds, 0.47% hits | inhibition, % at 20 µM; in the data active = inhibition above about 45%, passing the limit was not always enough; inconclusive = no clear call, values can overlap the other calls
Target sequence (P61088 whole entry, looked up): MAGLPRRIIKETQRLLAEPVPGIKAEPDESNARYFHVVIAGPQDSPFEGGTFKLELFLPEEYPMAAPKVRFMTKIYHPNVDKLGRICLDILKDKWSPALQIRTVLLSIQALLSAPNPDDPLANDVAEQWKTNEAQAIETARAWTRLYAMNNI
ATG4B inhibitor: ATG4B (human) cysteine protease inhibition. ATG4B cleavage of LC3-PLA2, NBD-HPC fluorescence, 1 h. AID 504462. 340,000 compounds, 0.51% hits. Q9Y4P1. inhibition, % at 8.33 µM; in the data active = inhibition above about 40%
Gli-Sufu antag: blocks Gli-Sufu signaling in a luciferase reporter. inhibition, % at 5 µM. Sufu-KO-LIGHT fibroblasts, Gli luciferase reporter luminescence. 340,000 compounds, 0.74% hits;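 active = inhibition above about 55%, limit read from the data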;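 note: 0% = DMSO-treated cells and 100% = wells with medium but no cells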
CXCR6 inh: blocks human CXCR6 beta-arrestin recruitment | O00574 | AID 602244 | CHO-K1 PathHunter CXCR6 beta-arrestin, luminescence | 360,000 compounds, 0.36% hits | inhibition, % at 20 µM; in the data active = inhibition above about 34%, passing the limit was not always enough;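 note: antagonist mode with CXCL16 agonist at 10 nM final; 0% = 10 nM CXCL16 with DMSO and 100% = unstimulated wells without agonist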
Target sequence (O00574 whole entry, looked up): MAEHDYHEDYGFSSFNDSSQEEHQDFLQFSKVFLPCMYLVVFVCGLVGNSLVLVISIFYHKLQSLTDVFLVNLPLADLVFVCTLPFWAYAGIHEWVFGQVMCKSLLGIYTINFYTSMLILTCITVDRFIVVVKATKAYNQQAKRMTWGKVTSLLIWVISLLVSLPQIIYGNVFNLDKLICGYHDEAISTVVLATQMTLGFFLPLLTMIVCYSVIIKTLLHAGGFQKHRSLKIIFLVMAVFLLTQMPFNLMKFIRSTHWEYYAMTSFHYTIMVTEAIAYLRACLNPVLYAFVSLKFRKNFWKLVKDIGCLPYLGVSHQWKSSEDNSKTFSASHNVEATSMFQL
EBI2 block: antagonists of human EBI2 receptor; AID 651636; 360,000 compounds, 0.81% hits; P32249; inhibition, % at 5 µM; EBI2 beta-arrestin recruitment, luminescence, 7a,25-OHC stimulated; in the data active = inhibition above about 38%;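 note: enzyme fragment complementation signal reports receptor beta-arrestin coupling in cells; 0% = agonist plus DMSO wells and 100% = wells without agonist; some results beyond the cut were filed as inactive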
Target sequence (P32249 whole entry, looked up, the tested form may be a part): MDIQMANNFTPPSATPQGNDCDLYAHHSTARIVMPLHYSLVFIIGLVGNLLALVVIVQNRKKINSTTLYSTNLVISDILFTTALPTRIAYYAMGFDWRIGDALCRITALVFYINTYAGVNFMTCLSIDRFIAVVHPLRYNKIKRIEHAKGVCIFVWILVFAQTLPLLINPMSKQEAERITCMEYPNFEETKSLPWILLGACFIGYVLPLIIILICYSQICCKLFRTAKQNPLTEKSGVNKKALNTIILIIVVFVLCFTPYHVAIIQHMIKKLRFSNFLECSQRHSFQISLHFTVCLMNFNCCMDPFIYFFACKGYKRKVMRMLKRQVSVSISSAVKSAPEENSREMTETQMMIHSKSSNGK
APJ antag: antagonists of human APJ apelin receptor | inhibition, % at 20 µM | P35414 | CHO-K1 APJ beta-arrestin complementation, luminescence | 330,000 compounds, 0.32% hits;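 active = inhibition above about 40% at 20 µM, limit read from the data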;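 note: cells challenged with 10 nM apelin-13 agonist together with compound; plate controls were apelin-13 plus DMSO wells for no effect and DMSO wells lacking apelin-13 for full effect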
APJ ag: APJ receptor agonism; P35414; CHO-K1 APJ PathHunter beta-arrestin, luminescence; 0% DMSO wells, 100% apelin; activation, % at 20 µM; 330,000 compounds, 0.11% hits;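 active = activation more than six SD over the plate average, tested at 20 µM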;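 note: 0% = DMSO alone and 100% = apelin-13 at 10 nM; some results filed as inactive read as strong as hits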
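Material: engineered CHO-K1 APJ arrestin reporter cells; amount: 1000 CHO-K1 reporter cells seeded per well; incubation: compound stimulation 90 min at 25 °C, detection 60 min; signal: luminescent beta-gal fragment complementation, chemiluminescent substrate; read-out basis: APJ agonist activity; controls: DMSO-only wells as negative, 10 nM Apelin-13 as positive control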
Active calls of the source: *; ? = inconclusive; . = not tested or not shown. Outcome played no part in choosing rows. About 3% of those tested had a hit in this group.

SMILES	CCR6 antag	UBC13 polyUb	ATG4B inhibitor	Gli-Sufu antag	CXCR6 inh	EBI2 block	APJ antag	APJ ag
Cc1nn(C2CCS(=O)(=O)C2)c(C)c1CN(C)C(=O)c1cccc(Cl)c1 (configuration not stated)	11	10	-17	0	-3	4	5	-4
Cc1cc(/C(N)=N/OC(=O)Nc2ccccc2)no1	6	-4	0	-10	-12	3	-4	1
Cc1c(CCC(=O)NCC(=O)NCC(=O)O)c(=O)oc2cc3oc4c(c3cc12)CCCC4	12	-5	4	9	-2	-3	10	-2
O=C(N/N=C/C=C/c1ccco1)c1ccncc1	9	-14	-3	0	5	-5	12	-4
COc1ccc([N+](=O)[O-])cc1N(CC(O)CN(CC(C)C)CC(C)C)S(=O)(=O)c1ccccc1 (configuration not stated)	27	3	2	16	19	14	19	-6
CCOC(=O)c1c(NC(NC(C)=O)C(Cl)(Cl)Cl)sc(C(C)=O)c1C (configuration not stated)	-4	1	5	3	0	1	10	-1
CCc1nnc(SCC(=O)N2CCCC(N3CCN(c4ccccc4C)CC3)C2)o1 (configuration not stated)	2	-4	0	14	-2	-9	8	-1
NC(=O)CC(NC(=O)Cc1ccc(Br)cc1)c1ccc(NCCOc2ccccc2)c([N+](=O)[O-])c1 (configuration not stated)	29	-17	3	6	1	9	34	-5
CC(C)C(=NO)c1ccccc1	7	.	-19	5	-3	1	.	.
O=C(O)CCCCCN1C(=O)C(O)=C(C(=O)/C=C/c2ccccc2)C1c1cccc([N+](=O)[O-])c1 (configuration not stated)	0	1	-4	-7	7	14	30	-6

6 compounds from above with just ATG4B inhibitor:
SMILES	ATG4B inhibitor
NC(=O)CC(NC(=O)Cc1ccc(Br)cc1)c1ccc(NCCOc2ccccc2)c([N+](=O)[O-])c1 (configuration not stated)	3
CCOC(=O)c1c(NC(NC(C)=O)C(Cl)(Cl)Cl)sc(C(C)=O)c1C (configuration not stated)	5
O=C(O)CCCCCN1C(=O)C(O)=C(C(=O)/C=C/c2ccccc2)C1c1cccc([N+](=O)[O-])c1 (configuration not stated)	-4
O=C(N/N=C/C=C/c1ccco1)c1ccncc1	-3
CCc1nnc(SCC(=O)N2CCCC(N3CCN(c4ccccc4C)CC3)C2)o1 (configuration not stated)	0
Cc1nn(C2CCS(=O)(=O)C2)c(C)c1CN(C)C(=O)c1cccc(Cl)c1 (configuration not stated)	-17

Carrying on.
SMILES	CCR6 antag	UBC13 polyUb	ATG4B inhibitor	Gli-Sufu antag	CXCR6 inh	EBI2 block	APJ antag	APJ ag
CC(/C=C/c1ccccc1)=N\NC(=S)NC(C)C	20	8	-4	-15	24	29	10	-4
Cc1cc(/C=C2/NC(=O)NC2=O)c(C)n1-c1ccc(N2CCOCC2)cc1	0	-7	-2	-3	2	8	12	-3
NNC(=O)c1csc(-c2ccccc2)n1	-4	-4	-12	-4	1	-10	-16	3
CCCCC(=O)NC(c1ccc(Cl)cc1Cl)c1ccc2cccnc2c1O (configuration not stated)	46	-15	-1	86*	10	8	-8	-1
COCCNC(=O)c1ccc2c(c1)ncn2-c1cccc(C)c1	8	4	-2	-10	-11	2	-6	0
COC(=O)Cc1ccc(NC(=S)N2CCC(Cc3ccccc3)CC2)cc1	11	-1	1	18	0	-14	0	-4
Cc1ccc(C)c(N(CC(=O)NC2CCCC2)C(=O)CCCC(=O)Nc2ccccn2)c1	-8	.	-1	2	-4	-5	.	.
COc1ccc(CNC(=O)C(C)N(Cc2ccccc2OC)C(=O)c2snc(C(N)=O)c2N)cc1 (configuration not stated)	4	12	2	-6	-3	-2	-2	1
Nc1nnc(CSCc2cccc(Br)c2)s1	9	17	6	-12	3	-9	12	0
C[C@@]12C(=O)Nc3ccc(Cl)cc3C(=O)N1[C@H]1c3ccccc3OC[C@@H]1[C@@H]2c1ccccc1	-9	?	5	11	8	22	-57	4
CNc1cnn(-c2ccccc2)c(=O)c1Cl	-1	3	4	-18	-10	-13	25	2
Cc1cc(C)cc(N2C(N)=NC(N)=NC2c2cccc(Cl)c2)c1 (configuration not stated)	15	11	0	9	-1	-11	15	-4
COC(=O)c1ccccc1NC(=O)CSc1nnc(C(CO)NC(=O)c2ccccc2Cl)n1C (configuration not stated)	-5	-9	-9	1	-1	-12	-9	2
Cc1ccc(C)c(OCCC(=O)OCC(=O)NC2CC2)c1	-3	1	-10	-8	3	-13	1	3
CN(C)Cc1nc2ccccc2c(=O)n1Cc1nc(C(C)(C)C)cs1	-2	13	0	5	0	0	-2	-2
O=P(Cc1ccccc1O)(c1ccccc1)c1ccccc1	4	-6	1	-2	-5	3	-2	0
ClCCn1cnc2c(SCc3ccccc3Cl)ncnc21	9	.	0	-2	-4	-10	.	.
CCC(CC)NCC(O)COc1ccc(Br)cc1 (configuration not stated)	0	16	3	1	-9	11	5	-2
O=C(c1ccccc1)C(c1ccccc1)c1ccccc1	1	5	0	-11	4	15	7	-5
Cc1ccc(S(=O)(=O)N2CCCC2)cc1C(=O)NC1CCCCC1	12	-5	4	0	8	-2	4	-5

Entries of single compounds, quoted from the list. Order of values: CCR6 antag, UBC13 polyUb, ATG4B inhibitor, Gli-Sufu antag, CXCR6 inh, EBI2 block, APJ antag, APJ ag
Cc1cc(C)cc(N2C(N)=NC(N)=NC2c2cccc(Cl)c2)c1 (configuration not stated) reads 15, 11, 0, 9, -1, -11, 15, -4
Cc1ccc(C)c(N(CC(=O)NC2CCCC2)C(=O)CCCC(=O)Nc2ccccn2)c1 reads -8, ., -1, 2, -4, -5, ., .
COCCNC(=O)c1ccc2c(c1)ncn2-c1cccc(C)c1 reads 8, 4, -2, -10, -11, 2, -6, 0

(next part)
SMILES	CCR6 antag	UBC13 polyUb	ATG4B inhibitor	Gli-Sufu antag	CXCR6 inh	EBI2 block	APJ antag	APJ ag
CCOC(=O)Cn1cnc2c(nnn2-c2ccccc2)c1=O	3	8	4	-17	2	3	7	-6
CCN1C(=O)c2cccc3c(S(=O)(=O)Nc4ccccc4OC)ccc1c23	9	6	-8	43	-3	3	4	-2
CN(C)CCCNc1c2c(nc3ccccc13)CCC2	13	10	0	11	3	6	-4	-1
CCOC(=O)C1CCN(C(=O)c2ccccc2CCc2ccccc2)CC1	12	8	-1	6	-1	10	10	-4
C=CCn1c(SC(F)F)nc2scc(-c3ccco3)c2c1=O	13	-3	-3	2	-13	-29	8	-1
Cc1ccccc1NC(=O)CS(=O)(=O)c1cn(CC(=O)N2CCOCC2)c2ccccc12	9	10	-7	-5	2	1	9	-1
CC(=O)Nc1ccc(S(=O)(=O)N(C)CC(=O)OCC(=O)N2CCc3ccccc32)cc1	2	2	-6	0	0	-14	0	6
COc1ccc(C(CNC(=O)CN(C)S(=O)(=O)c2ccc(C)cc2)N2CCCC2)cc1 (configuration not stated)	12	2	5	5	2	13	4	-3
Cc1ccc(NC(=O)Nc2cc(Cl)ccc2C2COC(=O)C2=N)cc1 (configuration not stated)	1	11	3	11	-2	0	10	-4
C/C(=N\NC(=O)CCn1nnc2ccccc21)c1ccco1	4	3	-3	-10	-9	-2	11	3
Cc1cccc(Nc2nc(N)c(C#N)c(CC#N)c2C#N)c1	22	3	-9	5	-1	-6	1	-2
C=CCNC(=S)NNC(=O)c1ccc(Br)cc1	5	3	-2	1	8	3	2	-4
CCCCC(=O)NC(=S)Nc1ccc(NC(=O)C(C)C)c(OC)c1	13	-6	-6	1	-2	10	11	-2
CCc1nn(CC(=O)Nc2ccc(Br)c(C)c2)c(=N)s1	-9	5	-8	7	-5	-12	-10	-1
CCn1cc(C(=O)Nc2ccc(NC(=O)c3ccco3)cc2)c(=O)c2ccc(C)nc21	11	4	8	-4	-1	2	15	-1
Cc1c(Cc2ccccc2)c(NCCN(C)C)n2c(nc3ccccc32)c1C#N	15	9	0	16	6	-15	14	1
COc1ccc(-c2nnc(SCC(=O)Nc3ccccc3)n2C)cc1	4	-9	4	4	1	-5	1	-4
COc1cc(C2=NOC(C(=O)NC3CCCCC3)C2)cc(OC)c1OC (configuration not stated)	-34	-14	-3	3	7	2	-41	6
CCN(c1ccccc1)S(=O)(=O)c1ccc(Cl)c(NC(=O)CNC(C)c2ccccc2)c1 (configuration not stated)	19	15	11	-16	9	13	20	-4
COc1ccc(-n2ccnc(SCC(=O)NCc3ccc(C)cc3)c2=O)cc1Cl	3	17	-18	-5	12	8	23	4
Cc1ccc(C)c(OCC(=O)O/N=C(\N)c2cccc([N+](=O)[O-])c2)c1	8	2	-3	5	0	5	3	2
Cc1ccc(Cn2cc(/C=N/Nc3ccc([N+](=O)[O-])cn3)c3ccccc32)cc1	41	-69	-10	-12	20	17	29	-6
CCOC(=O)C1CCCN(c2ccc(NC(=O)c3snc4c(=O)[nH]c(C)nc34)cc2)C1 (configuration not stated)	18	-37	-10	22	5	6	18	2
O=C1CN(C(=S)NC(=O)c2ccccc2[N+](=O)[O-])CCN1	11	-1	-3	9	-9	0	-50	-3
CCOc1ccccc1NC(=O)c1cc(-c2cc(OC)c(OC)c(OC)c2)nc2ccccc12	21	-1	-5	13	6	-5	8	3
CCOc1ccccc1/C=N/NC(=O)c1nnn(-c2nonc2N)c1CN1CCCCCC1	-1	-14	0	-4	-5	6	5	-1
CCCOC(=O)c1ccc(NC(=O)C(CC)CC)cc1	18	-7	6	-28	-1	0	2	-1
CCc1cc(=O)oc2cc(OCC(=O)NCCN3CCOCC3)c(Cl)cc12	7	-7	-3	-8	5	-1	7	-3
Cc1[nH]nc(-c2ccc(OCc3cnn(-c4ccccc4)c3)cc2O)c1Oc1ccc(Cl)cc1	-1	-11	20	5	6	15	-6	2
O=C(CN1CCN(c2ccc(O)cc2)CC1)NC(c1ccccc1)c1ccccc1	10	5	-4	9	1	2	-3	3
COc1ccc(N2CC(C(=O)N/N=C/c3ccc(C)cc3)CC2=O)cc1 (configuration not stated)	-3	6	-11	4	-6	30	13	-2
COc1ccc(NS(=O)(=O)c2ccc(N3CCCC3)c(NC(=S)Nc3cccc(C)c3C)c2)cc1	21	-13	6	19	6	19	8	-4
Cc1nc2scc(-c3ccccc3)c2c(=O)n1/N=C/c1ccco1	18	4	5	-4	-9	5	4	0

Of the compounds above, 2 contain a cyano group:
SMILES	CCR6 antag	UBC13 polyUb	ATG4B inhibitor	Gli-Sufu antag	CXCR6 inh	EBI2 block	APJ antag	APJ ag
Cc1cccc(Nc2nc(N)c(C#N)c(CC#N)c2C#N)c1	22	3	-9	5	-1	-6	1	-2
Cc1c(Cc2ccccc2)c(NCCN(C)C)n2c(nc3ccccc32)c1C#N	15	9	0	16	6	-15	14	1

Assay outcomes deposited in PubChem by Sanford-Burnham Center for Chemical Genomics.
